# Assay outcomes (PubChem)
# CCR6 antagonist: CCR6 receptor antagonists, primary screen, cell-based, CHO-K1, luminescence, beta-arrestin, uHTS. CHO-K1 CCR6 PathHunter beta-arrestin, CCL20-stimulated. inhibition, % at 20 µM. 340,000 tested, 0.49% active;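 active = compounds whose inhibition of the agonist-driven luminescence signal at 20 µM reaches about 50%, limit read from the data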;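 also: cells stimulated with CCL20 at 14 nM final; plate controls were DMSO with CCL20 for no effect and DMSO without agonist for full effect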
# Target sequence (P51684 whole entry, looked up): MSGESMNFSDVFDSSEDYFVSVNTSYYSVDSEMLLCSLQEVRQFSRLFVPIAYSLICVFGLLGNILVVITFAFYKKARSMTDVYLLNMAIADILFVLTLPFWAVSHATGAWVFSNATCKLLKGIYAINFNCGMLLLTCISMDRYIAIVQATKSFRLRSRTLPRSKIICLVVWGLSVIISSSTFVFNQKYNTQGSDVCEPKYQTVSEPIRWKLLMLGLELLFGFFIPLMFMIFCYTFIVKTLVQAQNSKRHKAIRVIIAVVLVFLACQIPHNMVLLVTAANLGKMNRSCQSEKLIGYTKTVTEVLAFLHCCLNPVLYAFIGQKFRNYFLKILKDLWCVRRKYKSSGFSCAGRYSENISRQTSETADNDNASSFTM
# EBI2 block: EBI2 receptor antagonists, beta-arrestin recruitment, primary screen, cell-based, luminescence, 7a,25-OHC stimulation, uHTS; 360,000 tested, 0.81% active; G-protein coupled receptor 183 (Homo sapiens), P32249; 7a,25-OHC stimulated; inhibition, % at 5 µM; AID 651636, 2012; in the data active = inhibition above about 38%;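 also: enzyme fragment complementation signal reports receptor beta-arrestin coupling in cells; 0% = agonist plus DMSO wells and 100% = wells without agonist; some results beyond the cut were filed as inactive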
# Target sequence (P32249 whole entry, looked up, the tested form may be a part): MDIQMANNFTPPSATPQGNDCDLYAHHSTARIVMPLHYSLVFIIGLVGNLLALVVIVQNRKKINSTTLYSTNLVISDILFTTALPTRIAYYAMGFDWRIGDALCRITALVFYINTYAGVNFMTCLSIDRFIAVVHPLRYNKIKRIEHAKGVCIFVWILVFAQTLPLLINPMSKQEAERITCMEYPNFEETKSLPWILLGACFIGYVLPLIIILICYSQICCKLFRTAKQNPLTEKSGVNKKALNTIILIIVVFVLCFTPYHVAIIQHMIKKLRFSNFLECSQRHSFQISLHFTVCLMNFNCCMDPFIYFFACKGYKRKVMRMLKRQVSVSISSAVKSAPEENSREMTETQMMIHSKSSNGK
# Gli-Sufu antag: Gli-Sufu pathway antagonists, primary screen, luciferase luminescence, Sufu-KO-LIGHT cells, uHTS | inhibition, % at 5 µM | AID 588413, 2011 | 340,000 tested, 0.74% active | Sufu-KO-LIGHT fibroblasts, Gli luciferase reporter luminescence;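 active = inhibition above about 55%, limit read from the data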;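 also: 0% = DMSO-treated cells and 100% = wells with medium but no cells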
# * = called active by the depositor. A portion of the library. The share of hits here may be higher or lower than overall.
# The opening 4 records, ahead of the listing:
# Results follow in this order: CCR6 antagonist, EBI2 block, Gli-Sufu antag
> c1ccc(-c2nc(-c3cccnc3)cs2)cc1
    -4.4, 3.6, -25.7
> Cc1nc2c3c4c(sc3n3c(SCC(=O)NCc5ccco5)nnc3n2n1)COC(C)(C)C4
    0.8, -4.6, 11.2
> COc1cc(OC)c(OC)cc1/C=N/Nc1ccc(Cl)nn1
    0.6, -3.7, 9.4
> COc1ccccc1N(C)S(=O)(=O)c1ccc(Cl)c(C(=O)Nc2ccccc2N2CCOCC2)c1
    10.1, 20.1, 6.1

# The listing, previewed entries included:
# Results follow in this order: CCR6 antagonist, EBI2 block, Gli-Sufu antag
> c1ccc(-c2nc(-c3cccnc3)cs2)cc1
    -4.4, 3.6, -25.7
> Cc1nc2c3c4c(sc3n3c(SCC(=O)NCc5ccco5)nnc3n2n1)COC(C)(C)C4
    0.8, -4.6, 11.2
> COc1cc(OC)c(OC)cc1/C=N/Nc1ccc(Cl)nn1
    0.6, -3.7, 9.4
> COc1ccccc1N(C)S(=O)(=O)c1ccc(Cl)c(C(=O)Nc2ccccc2N2CCOCC2)c1
    10.1, 20.1, 6.1
> CCN(CC)Cc1cc(C(C)(C)C)cc(N2CCOCC2)c1O
    15.0, 1.2, 1.8
> CCN(CC)S(=O)(=O)c1ccc(N2CCOCC2)c(NC(=O)CN2C(=O)NC3(CCCC3)C2=O)c1
    -3.6, -2.7, 6.8
> Cc1ccccc1N(C=O)c1ccccc1C
    4.0, 6.6, 15.6
> Oc1ccc(/C=N/NC(=S)Nc2cccnc2)c(O)c1O
    4.4, -8.4, 8.3
> S=C1NC[C@H](Cc2ccccc2)N1CC1CCN(CCCCc2ccccc2)CC1
    11.2, -9.7, 15.5
> Cc1ccc(NC(=O)CNC2CCS(=O)(=O)C2)cc1C (stereo unspecified)
    -2.4, -0.1, 4.1
> C(=Nc1ccccc1)c1ccc[nH]1
    -1.8, -4.3, -3.7
> C#CCN1C(C)=CC(=O)[C@@H](O)[C@H]1c1ccccc1Br
    7.7, -4.9, -0.6
> CC(C)Cc1csc(=S)[nH]1
    -13.0, -11.7, 8.4
> CCOC(=O)c1c(NC(=O)COC(=O)c2nccnc2N)sc2c1CCC2
    7.8, 0.9, 27.9
> N#Cc1c(NCCN)nc(NCc2ccccc2)c2c1CCN(Cc1ccccc1)C2
    5.8, 12.8, 16.7
> CCOC(=O)C1CCN(c2nc(N)c3c(N)nc(SCC(=O)O)cc3c2C#N)CC1
    19.7, -1.1, -1.6
> CCOC(=O)C1C(=O)CC(C)(O)C(C(=O)OCC)C1/C=C/c1ccccc1 (stereo unspecified)
    3.8, 11.0, 24.5
> C1CCN2CC3CC(CN4CCCC[C@@H]34)[C@H]2C1
    9.3, -1.5, -19.8
> Cn1c(=O)c2c(nc(SCC(=O)N3c4ccccc4CCc4ccccc43)n2C)n(C)c1=O
    21.5, 6.6, 2.3
> Cn1cc(C2NC(=O)c3ccccc3N2)c2ccccc21 (stereo unspecified)
    13.3, -2.5, -39.7

# Next part.
# Results follow in this order: CCR6 antagonist, EBI2 block, Gli-Sufu antag
> Cc1nc(Nc2ncc3c(n2)CC(C)(C)CC3=O)nc2ccccc12
    15.4, 4.9, 0.0
> COc1ccc(C(=S)N2CCN(c3ccccc3C)CC2)cc1OC
    16.4, 18.4, 11.0
> COc1ccccc1C=NN=Cc1ccccc1OC
    -1.4, -10.1, -7.7
> COC(=O)CCC(=O)N1CCc2cc(S(=O)(=O)N3CCN(c4ccccc4Cl)CC3)ccc21
    3.5, 10.7, 3.8
> O=C(c1ccc(Cl)cc1)N1CCC2CC1c1cc(-c3ccccc3)ccc12 (stereo unspecified)
    16.2, -11.4, -3.2
> COc1ccc(OCC(=O)NCc2nc(-c3ccccc3)no2)cc1
    -0.6, -1.1, -8.0
> O=C(OCc1ccccc1)N(CCF)c1cn(Cc2ccccc2)c(=O)n(Cc2ccccc2)c1=O
    2.9, 4.2, 12.8
> O=C(Nc1cccc(-c2nc3ncccc3o2)c1)c1ccc2c(c1)OCO2
    6.2, 2.4, 19.6
> CCCCn1c(N)c(N(CC(C)C)C(=O)c2cccc(S(=O)(=O)N(CC)c3ccccc3)c2)c(=O)[nH]c1=O
    3.7, 1.2, 10.7
> Cc1cc(-c2nc3cc(F)ccc3s2)ccc1N
    -17.9, 5.6, -78.7
> COc1ccc(N2CCN(C(=O)COC(=O)[C@@H](NC(=O)c3ccccc3Cl)C(C)C)CC2)cc1
    9.4, 0.3, -2.4
> COc1ccccc1N1CCN(C(=O)c2nn(-c3ccccc3OC)c(=O)c3ccccc23)CC1
    3.6, -1.9, 0.0
> O=S(=O)(Nc1c(S(=O)(=O)c2ccccc2)c2nc3ccccc3nc2n1C1CCCCC1)c1ccccc1
    16.6, -3.1, 11.1
> O=C(NCCC1=CCCCC1)C1CCN(S(=O)(=O)c2ccc(-n3cnnn3)cc2)CC1
    -2.8, 5.6, 1.9
> O=C1[C@@H]2[C@H](C(=O)N1CC(O)COCc1ccccc1)C1C=C[C@H]2C1 (stereo partly specified)
    4.5, -9.0, -4.6
> COc1cc(C(=O)NCC(c2ccco2)N2CCCC2)ccc1OCc1ccc(Cl)cc1Cl (stereo unspecified)
    -12.0, -0.7, 15.2
> Oc1ccccc1-c1nnco1
    11.4, 3.6, -2.7
> CN(CC(=O)Nc1ccc(Cl)c(C(F)(F)F)c1)C(=O)C1CCN(C(=O)c2ccc(Cl)cc2)CC1
    -2.1, 55.6*, 0.2
> COc1cccc(NS(=O)(=O)c2ccc3c(c2)C2C=CCC2C(c2ccc(C(=O)O)cc2)N3)c1 (stereo unspecified)
    -1.4, 0.0, 5.1
> O=C(O)c1cccc2c1-c1c(cccc1[N+](=O)[O-])C2
    -11.6, -13.3, -0.7

# Next section
# Results follow in this order: CCR6 antagonist, EBI2 block, Gli-Sufu antag
> O=C1ON=C(c2ccccc2)/C1=C/c1ccc(OS(=O)(=O)c2ccccc2)cc1
    5.9, -4.7, -11.7
> COc1cc(/C=C2\SC(=O)N(Cc3ccc(Cl)cc3)C2=O)cc([N+](=O)[O-])c1O
    55.8*, 13.3, 8.6
> CCC1(c2ccccc2)SC(=O)NC1=O (stereo unspecified)
    5.8, -0.2, -3.9
> COC(=O)CCC(C(=O)CN1C(=O)c2ccccc2C1=O)N1C(=O)c2ccccc2C1=O (stereo unspecified)
    0.6, 1.0, 0.2
> Cn1cnc([N+](=O)[O-])c1S(=O)(=O)c1ccc(Cl)cc1
    49.8, 3.3, -0.1
> COC(=O)CCN1CCC2CC1c1cc(Cl)ccc12 (stereo unspecified)
    -8.7, -9.2, 1.4
> O=C(NC(=S)Nc1ccc(-c2ccccc2)cc1)c1ccccc1
    37.1, 5.3, -22.9
> CC1CN(CCN2CC(C)N(C=O)CC2C)C(C)CN1C=O (stereo unspecified)
    4.3, -14.0, -1.8
> COc1ccc(C(=O)OC2C(OC)OCC(O)C2O)cc1 (stereo unspecified)
    3.6, -5.0, -20.0
> COc1cc(C(=O)N/N=C/C2CC=CCC2)cc(OC)c1OC (stereo unspecified)
    -0.9, -9.7, -17.4
> CC(=O)Nc1ccc(C(=O)CSc2nnc(-c3ccccc3F)n2CCc2ccccc2)cc1
    1.9, 8.9, 8.7
> CSCCC(NC(=O)c1ccccc1Cl)C(=O)NCC(c1ccc(F)cc1)N1CCOCC1 (stereo unspecified)
    -2.7, 4.9, -1.7
> Nc1cccc2cccc([N+](=O)[O-])c12
    7.0, -14.0, 16.6
> COc1cc(C2c3cc4c(cc3C(O)C3COCC23)OCO4)cc(OC)c1OC (stereo unspecified)
    -7.2, -10.7, 9.4
> O=C1NC(=O)C(c2ccccc2)(c2ccc(Cl)cc2Cl)N1 (stereo unspecified)
    1.5, -3.7, -5.8
> O=C(COc1ccccc1)NCc1ccco1
    -1.6, 2.9, -0.8
> CC(c1ccccc1)N1CCn2c(nc3cc(NC(=O)NC4CCCCC4)ccc32)C1 (stereo unspecified)
    18.2, 6.0, 2.7
> O=C(O)COCC(=O)N1CCCN(c2ccc(C(F)(F)F)cn2)CC1
    13.2, 2.3, 5.6
> Cc1cc([N+](=O)[O-])c(=O)[nH]c1C
    3.8, -6.9, 0.8
> COc1ccc(-c2cc3ncc(-c4ccccc4)c(N)n3n2)cc1
    23.6, 29.0, -107.4

# More entries follow:
# Results follow in this order: CCR6 antagonist, EBI2 block, Gli-Sufu antag
> O=C(Cn1ncc(Cl)c(Cl)c1=O)N1CCN(Cc2ccccc2)CC1
    5.7, 21.6, 1.4
> O=C(CCc1nc2ccccc2c(=O)[nH]1)N1CCN(S(=O)(=O)c2cc(Cl)ccc2Cl)CC1
    6.7, 5.0, -2.2
> COc1ccccc1NS(=O)(=O)c1cccc(C(=O)NCC(c2cccs2)N(C)C)c1 (stereo unspecified)
    16.9, 7.4, -5.0
> Cc1cc(C)c2c(c1)NC(c1cc3c(cc1Br)OCO3)C1CC=CC21 (stereo unspecified)
    9.3, -3.4, 5.2
> CCCCCCCCCCCCCCC(O)C[N+](C)(CCO)CCO (stereo unspecified)
    25.8, 6.6, 0.7
> C=CCN1C(=O)c2ccc(C(=O)OCC(=O)N(CC)c3c(N)n(Cc4ccccc4)c(=O)[nH]c3=O)cc2C1=O
    0.1, -7.6, 0.7
> COc1ccc(C=C(C(=O)O)c2ccc(OC)cc2)cc1
    -2.5, 0.0, -12.7
> Cc1ccc2c(c1)C(=O)CC(c1ccccc1)S2 (stereo unspecified)
    17.3, 2.1, -90.2
> O=C1c2cccc(NCCNCCO)c2C(=O)c2cccc(NCCNCCO)c21
    23.1, -4.9, -9.7
> CC(C)C[C@H]1CNC(=S)N1CC1CCCN1C[C@H](Cc1ccc(O)cc1)N1C[C@H](Cc2ccccc2)N(CC2CCCCCC2)C1=S (stereo partly specified)
    20.2, 36.0, 11.2
> CC(C)Cn1c(N)c(C(=O)CSc2ncn[nH]2)c(=O)n(C)c1=O
    2.3, -3.9, -4.3
> Cn1c(=S)c2[nH]c(SCCC(C)(C)C)nc2n(C)c1=O
    47.2, -3.7, 3.1
> O=C(Cc1ccc(S(=O)(=O)N2CCOCC2)s1)Nc1ccc(Br)c(C(F)(F)F)c1
    25.6, -12.5, 2.5
> O=[N+]([O-])c1ccccc1CCc1ccccc1[N+](=O)[O-]
    8.3, 3.0, -5.1
> CN(CC(=O)Nc1ccc(Cl)c(C(F)(F)F)c1)C(=O)c1ccccc1SCC(=O)N1CCCC1
    12.2, 2.3, 8.4
> COC(=O)c1nccnc1N
    -5.9, -14.0, -9.1
> Cn1c(N=Cc2ccc([N+](=O)[O-])cc2)c(N)c(=O)n(C)c1=O
    1.2, -11.2, -2.4
> O=C(CNC(=O)OCc1ccccc1)NCC(=O)Oc1ccc([N+](=O)[O-])cc1
    8.9, 4.5, -4.5
> CN1OC[C@@H]2CN(Cc3cc(Cl)cc(Cl)c3)[C@H](c3cccc(Br)c3)C[C@@H]21
    36.6, 12.8, 7.2
> Cc1ccc(S(=O)(=O)N(C)C[C@@H]2Oc3ccc(NS(=O)(=O)c4ccccc4)cc3CC(=O)N([C@@H](C)CO)C[C@H]2C)cc1
    -2.9, -14.8, -17.6

# Carrying on.
# Results follow in this order: CCR6 antagonist, EBI2 block, Gli-Sufu antag
> CCC(C)(C)NC(=O)C(c1cccn1C)N(Cc1ccccc1)C(=O)Cn1nnc2ccccc21 (stereo unspecified)
    7.9, 2.2, -33.4
> CC(C)(C)S(=O)N1Cc2cc(=O)n(Cc3ccccc3)c(CCO)c2[C@@H]1CCO (stereo partly specified)
    -10.3, -5.8, 2.3
> CCN(CC)S(=O)(=O)c1cc(C(=O)Nc2cc(S(=O)(=O)N3CCOCC3)ccc2N2CCN(C)CC2)ccc1C
    9.8, -10.8, -2.2
> OCC(O)C1OC(Oc2ccccc2)C(O)C(O)C1O (stereo unspecified)
    1.4, -8.6, 12.8
> CC/C(C)=C1/NC(=O)NC1=O
    -5.0, -8.5, 1.7
> CCCN1C(=O)/C(=C/c2ccc3c(c2)OCO3)NC1=S
    21.9, -7.7, -2.3
> Cc1cccc(C)c1NC(=O)C1CCCN(CCCc2ccccc2)C1 (stereo unspecified)
    -3.3, 3.4, 2.2
> Cc1cc(C)c2nc3nc(C)cc(C)c3c(N)c2c1
    25.0, -4.7, 9.3
> CN(CCc1ccccc1)C(=O)c1ccc(NC(=O)Cc2cccc(NC(=O)C3CCN(C(=O)c4ccccc4)CC3)c2)cc1
    11.4, -4.1, 1.4
> CCOc1ccc(C2C(C(=O)c3ccco3)=C(O)C(=O)N2CCCn2ccnc2)cc1 (stereo unspecified)
    -4.5, -12.5, -7.0
> C=C(C)COC(=O)C1CC2OC2CC1C(=O)OCC(=C)C (stereo unspecified)
    4.7, 3.2, -1.6
> OC(COc1ccccc1)CN1CCN(c2cccc(Cl)c2)CC1 (stereo unspecified)
    11.6, 23.0, -2.7
> NC(=O)C1(Nc2ccc(C(=O)O)cc2)CCCC1
    3.1, -9.1, -0.1
> CCC12CCCN3CCC4(C(=C(C(=O)OC)C1)Nc1ccccc14)C32 (stereo unspecified)
    12.1, 2.2, -4.0
> CCOC(=O)Cc1cc(-c2ccc(F)cc2)nc2ccc3ccccc3c12
    10.4, 10.1, 4.7
> CC1=NS(=O)(=O)NC(C)(C)C1
    2.0, 9.8, 2.7
> O=C(Cc1ccc(NC(=O)C2CCN(C(=O)c3ccccc3)CC2)cc1)Nc1ccc(C(=O)N2CCOCC2)cc1
    0.2, -8.1, 2.3
